Source: PubChem
NCI-60 one-dose screen, 48 h, at 10 µM unless noted. Numbers give growth in % (100 = growth as untreated, 0 = no growth, -100 = all killed).
MDA-MB-435: MDA-MB-435 melanoma. 82,000 compounds, 7.8% hits. AID 1794794
LOX IMVI: LOX IMVI melanoma; 79,000 compounds, 7.4% hits
SK-MEL-2: SK-MEL-2 melanoma | 77,000 compounds, 4.7% hits | AID 1794763
SK-MEL-5: SK-MEL-5 melanoma | 80,000 compounds, 6.4% hits | AID 1794755
UACC-257: UACC-257 melanoma; 78,000 compounds, 4.4% hits; AID 1794764
UACC-62: UACC-62 melanoma | 81,000 compounds, 5.4% hits | AID 1794756
MALME-3M: MALME-3M melanoma. 78,000 compounds, 5.8% hits
SK-MEL-28: SK-MEL-28 melanoma; 81,000 compounds, 4.1% hits
Numbers without * were called inactive; nt = no result given; & = joins results of further samples; [ ] = another dose, or the depositor's remark. Rule for the calls: active = growth percent below 10; inactive = the rest.

Preview (7 entries):
SMILES | MDA-MB-435 | LOX IMVI | SK-MEL-2 | SK-MEL-5 | UACC-257 | UACC-62 | MALME-3M | SK-MEL-28
Cn1cc(-c2nc(N)nnc2-c2c[nH]c3ccccc23)c2cc(Br)cnc21 | -25* | 16 | 25 | -81* | 46 | 21 | 37 | 40
CCC1c2ccc3cc(OC)ccc3c2CCC1(C)C(=O)O (configuration not stated) | 111 | 101 | 118 | 118 | 93 | 103 | 123 | 116
COc1cc2c(c(OC)c1OC)-c1ccc(N=NC(N)=S)c(=O)cc1[C@@H](NC(C)=O)CC2 | 0.1* | 13 | -10* | -33* | 50 | 17 | 61 | 54
COc1ccc(-c2nn(-c3cccc(Cl)c3)cc2-c2cc(-c3cccs3)[nH]c(=S)n2)cc1 | 34 | 43 | 71 | 52 | 89 | 45 | 31 | 57
Nc1ccccc1SC1CC(=O)N(c2ccc(Cl)c(Cl)c2)C1=O (configuration not stated) | 101 | 99 | 13 | 104 | -6.2* | 88 | 177 | 108
COc1cc(OC)c(/C=C/C(=O)c2ccc(Nc3ncnc4ccccc34)cc2)c(OC)c1 | -79* | 3.5* | 7.0* | -42* | -12* | -50* | -40* | -26*
O=C(CC1c2ccccc2NC(=O)N1Cc1ccccc1)c1ccc(F)cc1 (configuration not stated) | 85 | 83 | 88 | 92 | 103 | 81 | 86 | 99

This part in full, from the first entry:
SMILES | MDA-MB-435 | LOX IMVI | SK-MEL-2 | SK-MEL-5 | UACC-257 | UACC-62 | MALME-3M | SK-MEL-28
Cn1cc(-c2nc(N)nnc2-c2c[nH]c3ccccc23)c2cc(Br)cnc21 | -25* | 16 | 25 | -81* | 46 | 21 | 37 | 40
CCC1c2ccc3cc(OC)ccc3c2CCC1(C)C(=O)O (configuration not stated) | 111 | 101 | 118 | 118 | 93 | 103 | 123 | 116
COc1cc2c(c(OC)c1OC)-c1ccc(N=NC(N)=S)c(=O)cc1[C@@H](NC(C)=O)CC2 | 0.1* | 13 | -10* | -33* | 50 | 17 | 61 | 54
COc1ccc(-c2nn(-c3cccc(Cl)c3)cc2-c2cc(-c3cccs3)[nH]c(=S)n2)cc1 | 34 | 43 | 71 | 52 | 89 | 45 | 31 | 57
Nc1ccccc1SC1CC(=O)N(c2ccc(Cl)c(Cl)c2)C1=O (configuration not stated) | 101 | 99 | 13 | 104 | -6.2* | 88 | 177 | 108
COc1cc(OC)c(/C=C/C(=O)c2ccc(Nc3ncnc4ccccc34)cc2)c(OC)c1 | -79* | 3.5* | 7.0* | -42* | -12* | -50* | -40* | -26*
O=C(CC1c2ccccc2NC(=O)N1Cc1ccccc1)c1ccc(F)cc1 (configuration not stated) | 85 | 83 | 88 | 92 | 103 | 81 | 86 | 99
CNc1ccc([N+](=O)[O-])cc1 | 121 | 101 | 121 | 100 | 84 | 103 | 130 | 104
COc1ccc(-c2cc(-c3cccnc3)nc3sc(C(N)=O)c(N)c23)cc1OC | 72 | 83 | nt | 71 | 85 | 95 | 96 | 58
CCCC(O)c1ccccc1Cl (configuration not stated) | 104 | 99 | 104 | 105 | 104 | 98 | 95 | 99
O=c1c2cc(F)ccc2sc2c(NCCO)nc3ccccc3c12 | 110 | 97 | 102 | 99 | 104 | 94 | 120 | 126
COc1cc(/C=C2\C(=O)Nc3ccccc32)ccc1OCc1ccccn1 | 107 | 97 | 101 | 88 | 111 | 88 | 94 | 108
N#Cc1c(-c2ccc(Cl)cc2)nc(SCCCCC(=O)NO)[nH]c1=O | 105 | 102 | 110 | 101 | 106 | 96 | 98 | 97
O=C1NC(C(=O)NCc2ccc(Cl)cc2Cl)C/C1=C\NCc1ccc(Cl)cc1Cl (configuration not stated) | 72 | 72 | 92 | 94 | 87 | 84 | 102 | 92
CC(O)c1ccc[n+]([O-])c1 (configuration not stated) | 99 | 115 | 114 | 103 | 101 | 99 | 105 | 109
Cc1cc(OCCO)cc(C)c1Cl | nt | 98 | 117 | 112 | 110 | 96 | nt | 118
CC1(C)CC(=O)c2c(nc(Nc3nc4ccccc4s3)nc2-c2ccccc2)C1 | 100 | 84 | 90 | 98 | 113 | 83 | 88 | 108
CC1(C(=O)OCc2ccccc2)C(=O)C2=C(CCCC2)N1c1ccc(F)cc1 (configuration not stated) | 102 | 95 | 85 | 94 | 93 | 75 | 101 | 109
O=c1[nH]c2ccc(Br)cc2o1 | 105 | 96 | 95 | 101 | 106 | 97 | 98 | 137
COc1cc(C(=O)c2cc(C)c3[nH]c4ccc(O)cc4c3c2C)cc(OC)c1OC | -6.1* | 13 | 62 | -49* | 65 | 60 | -8.1* | 56
CCN(CC)c1cc(/C=C/c2ccc(OC)c(OC)c2)nc2cc(F)c(F)cc12 | 100 | 26 | -58* | 93 | 88 | 10 | 4.6* | 98
O=C(NNC(=O)c1ccccc1Cl)c1ccccc1 | 101 | 101 | 112 | 100 | 102 | 109 | 109 | 117
O=CC1CCCO1 (configuration not stated) | 95 | 102 | 144 | 101 | 82 | 99 | 87 | 102
O=C(O)CCC1(CCC(=O)O)CCCC(CCC(=O)O)(CCC(=O)O)C1=O | 105 | 94 | 97 | 104 | 112 | 109 | nt | 119
COC(=O)c1cc(C)[nH]c2c(C)cc3nc4ccccc4c3c12 | 85 | 81 | 84 | 92 | 89 | 74 | 110 | 90
CC(C)CC(=O)CC(=O)C(F)(F)F | 105 | 102 | 97 | 104 | 97 | 105 | 97 | 109
O=S(=O)(O)c1cccc2c(O)cccc12 | 113 | 106 | 124 | 110 | 82 | 105 | 113 | 98
CCN1CCN(c2cc(C(=O)Nc3nc(-c4cc(OC)c(OC)c(OC)c4)cs3)cc(C(F)(F)F)c2)CC1 | 74 | 39 | 81 | 54 | 89 | 75 | 69 | 52
CCCCCCC(=O)OCC1CCCO1 (configuration not stated) | 114 | 101 | 93 | 101 | nt | 98 | 108 | 111
COc1cc2nc(SCc3cc(OC)c(OC)c(OC)c3)n(Cc3ccccc3)c(=O)c2cc1OC | -20* | 38 | -9.8* | -8.2* | 63 | 23 | 22 | 39
N#Cc1c(-c2ccc(Cl)cc2)nc(NN=Cc2cccc(O)c2)nc1N1CCOCC1 | 87 | 62 | 91 | 77 | 87 | 94 | 104 | 77
COc1ccc(OC)c(Nc2nnc(-c3ccc(OC)c(OC)c3)o2)c1 | 105 | 101 | 100 | 101 | 109 | 93 | 102 | 111
COc1ccc(-c2nc3ccc(-c4nnc(SCC(=O)Nc5ccccc5)o4)cc3[nH]2)cc1 | 101 | 114 | 107 | 91 | 118 | 95 | 109 | 105
NCC(=O)NNc1n[nH]c(=S)n1N | 105 | 97 | 100 | 101 | 99 | 103 | 104 | 111
CSc1nnc(-c2ccc(NC(=O)c3cccnc3)cc2)o1 | 110 | 106 | 100 | 102 | 104 | 106 | 115 | 117
COC(=O)[C@]12CC[C@@H](C)[C@H](C)[C@@H]1C1=CC[C@@H]3[C@@]4(C)C(C=O)=C[C@@](C)(COC(=O)/C=C/c5ccccc5)[C@@H]4[C@H](O)C[C@@]3(C)[C@]1(C)CC2 | -6.1* | -95* | -24* | -64* | -43* | -30* | -43* | -13*
O=C1C=C(S(=O)(=O)O)C(=O)c2ccccc21 | 110 | 87 | 95 | 93 | nt | 80 | 105 | 120
CC(C)N(C(=O)c1cccc([N+](=O)[O-])c1)C(C)C | 118 | 98 | 130 | 97 | 120 | 98 | 152 | 107
O=C(c1ccccc1)c1ccc(-c2ccc(O)cc2)cc1 | 9.7* | 73 | 59 | 24 | 25 | 49 | 84 | 75
C#Cc1nc(C2=C(C)/C(=N/OCc3ccccc3)CC2)cs1 | 80 | nt | 99 | 86 | 84 | 63 | -44* | 95
N#Cc1c(NC(=O)c2ccccc2)n[nH]c1N | 101 | 94 | 97 | 98 | 97 | 95 | 103 | 98
CC(=O)c1ccc(C(C)C)cc1 | 94 | nt | 104 | 101 | 105 | 92 | 107 | 106
Cc1ccc2sc3c(Cl)nc4ccccc4c3c(=O)c2c1 | 105 | 87 | 103 | nt | 99 | 95 | 99 | 117
O=C1C=CN2C(=O)CC=CC2[C@@H]1O (some centres not stated) | 124 | 100 | 113 | 109 | 108 | 115 | 133 | 110
COc1cc(CSc2nc3ccc(Cl)cc3c(=O)n2-c2ccccc2)cc(OC)c1OC | 24 | 79 | 78 | 81 | 90 | 64 | 77 | 103
COC1=C(OC)C(=O)C(SCCC(=O)OCCCCCC(C)C)=C(C)C1=O | 102 | 124 | 111 | 99 | 98 | 92 | 96 | 99
CCCCN(CCCC)CCCO | 117 | 101 | nt | 104 | 113 | 106 | 129 | 110
Cc1cccc(-c2nc(Nc3ccc4ncsc4c3)c3ccccc3n2)n1 | 60 | 93 | 84 | 42 | 81 | 81 | 102 | 98
C/C(=N\N=C1\SCC(=O)N1c1cc(C)ccc1Cl)c1cc2ccccc2oc1=O | 30 | 81 | nt | 88 | 93 | 74 | 84 | 91
Nc1nc(Cl)c2ncn(Cc3ccc4c(c3)OCO4)c2n1 | 35 | 31 | 51 | 66 | 85 | 49 | 59 | 84
CCNCCCn1c2c(c3cc(OC)c(OC)cc3c1=O)C(=O)c1cc3c(nc1-2)OCO3 | -83* | -98* | 125 | 23 | 45 | -15* | -94* | 71
COc1ccc2cc([C@@H]3C[C@@H]3CCO)ccc2c1 | 97 | 93 | 113 | 95 | 107 | 87 | 106 | 104
C=C(C)[C@@H]1CC[C@]2(COC3CCCCO3)CC[C@]3(C)[C@H](CC[C@@H]4[C@@]5(C)CC[C@H](OC(=O)c6cccc(OC(C)=O)c6OC(C)=O)C(C)(C)[C@@H]5CC[C@]43C)[C@@H]12 (some centres not stated) | 104 | 103 | 93 | 101 | 73 | 97 | 105 | 104
NC(=O)/C=C/c1ccco1 | 111 | 112 | 100 | 116 | 104 | 106 | 119 | 115
Nc1ccc(Nc2ccccc2)cc1 | 100&72 | 98&86 | 109&68 | 87&61 | 98&80 | 86&60 | 117&99 | 115&92
COc1ccc(CCN2C(=O)/C(=C/c3ccc(C4Oc5ccccc5C5CC(c6ccc(C)cc6)=NN54)cc3)SC2=S)cc1 (configuration not stated) | 104 | 97 | 102 | 95 | 96 | 97 | 96 | 106
CCOC(=O)C/C1=C/CC/C2=C/C[C@@H]3[C@@H](CCCC3(C)C)CC[C@H]3CCCC(C)(C)[C@H]3C/C=C(/CC/C=C(/CC(=O)OCC)CC1)CC2 (tested in a mixture with another compound) | 112 | 108 | 105 | 106 | 113 | 90 | 93 | 122
O=C(CCl)Oc1ccc([N+](=O)[O-])cc1 | 107 | 98 | nt | 103 | 112 | 114 | 116 | 114
O=C(c1nn(-c2ccccc2)c2c1CC(NCCc1ccc(C(F)(F)F)cc1)CC2)N1CCCCC1 (configuration not stated) | 90 | 100 | 114 | 94 | 103 | 91 | 97 | 97
O=C1NC(=Nc2ccc(O)cc2)S/C1=C\c1cccs1 | -25* | 32 | 98 | 48 | 71 | 46 | 69 | 76

The list goes on.
SMILES | MDA-MB-435 | LOX IMVI | SK-MEL-2 | SK-MEL-5 | UACC-257 | UACC-62 | MALME-3M | SK-MEL-28
Cc1ccc(-c2nnc(-c3cccc4ccccc34)o2)cc1 | nt | 84 | 119 | 85 | 99 | 65 | 87 | 103
CCCCCCNC(=O)C(C)O (configuration not stated) | 107 | 99 | 112 | 100 | 111 | 107 | 103 | 120
CC1CCN(C(C(=O)c2ccccc2)c2ccccc2)CC1 (configuration not stated) | 96 | 97 | 106 | 99 | 107 | 101 | 102 | 104
Cc1sc2nc(CSc3nnc(-c4ccco4)o3)[nH]c(=O)c2c1C | 105 | 99 | 96 | 97 | nt | 108 | 128 | 110
Cc1cc2nc(/C=C/c3nc4cc(C)c(C)cc4[nH]3)[nH]c2cc1C | 86 | 94 | 104 | 95 | 112 | 98 | 74 | 100
COc1ccc(/C=C2/N=C3N(N=C(CC#N)N3c3ccccc3)C2=O)cc1 | 106 | 97 | 107 | 101 | 111 | 102 | 105 | 109
COc1cc(/C=C/c2cc(C(F)(F)F)[nH]c(=O)n2)ccc1OCc1ccccc1F | 15 | 47 | 41 | 36 | 36 | 50 | 60 | 64
O=C(O)CCN1C(=O)/C(=C/c2cnc(CO)s2)SC1=S | 106 | 96 | 84 | 100 | 91 | 87 | 100 | 102
Cc1cccc[n+]1CCC1CCCCC1 | 101 | 90 | 75 | 101 | 88 | 106 | 86 | 110
O=C(C[C@]1(O)C(=O)Nc2ccc(Br)cc21)c1ccco1 | 112 | 90 | 95 | 93 | 101 | 91 | 84 | 117
CC(=O)OC1Oc2cc(C)c(C)cc2-c2oc(=O)c(-c3ccccc3)cc21 (configuration not stated) | -20* | 42 | 17 | 17 | 74 | 14 | -4.4* | 49
Cn1nc(C(C)(C)C)c(C#N)c1Nc1ccccc1 | 106 | 112 | 104 | 78 | 90 | 88 | 129 | 108
CC1=NN(c2ccccc2)C(=O)/C1=C\c1ccccc1 | 109 | 108 | 92 | 99 | 108 | 94 | 103 | 112
O=[N+]([O-])c1cc(Cl)ccc1Oc1ccc(Cl)cc1 | 101 | 82 | 98 | 96 | 91 | 95 | 101 | 114
C=C(C)[C@@H]1CC[C@]2(COCCC#N)CC[C@]3(C)[C@H](CC[C@@H]4[C@@](C)(CCCNCCC#N)[C@H](C(=C)C)CC[C@]43C)[C@@H]12 | 1.6*[100 µM] | -74*[100 µM] | 10[100 µM] | 2.6*[100 µM] | 28[100 µM] | 30[100 µM] | -48*[100 µM] | -37*[100 µM]
